Jurkat NFkB inh = lowers PMA/ionomycin-induced NF-kB signal in Jurkat cells. PMA/ionomycin-induced NF-kB luciferase reporter, luminescence. 330,000 tested, 0.53% active. inhibition, % at 4 µM; in the data active = inhibition above about 50%
697 NFkB inh = inhibitors of the PMA/ionomycin-induced NF-kB reporter in 697 B cells; 697 B-cell NF-kB luciferase reporter, 16 h; inhibition, % at 4 µM; 330,000 tested, 0.33% active; AID 435022; in the data active = inhibition above about 35%
CCR6 antag = blocks CCL20-driven beta-arrestin recruitment at human CCR6 | AID 493098 | inhibition, % at 20 µM | CHO-K1 CCR6 PathHunter beta-arrestin, luminescence, CCL20-stimulated | 340,000 tested, 0.49% active;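 active = compounds whose inhibition of the agonist-driven luminescence signal at 20 µM reaches about 50%, limit read from the data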;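 note: cells stimulated with CCL20 at 14 nM final; plate controls were DMSO with CCL20 for no effect and DMSO without agonist for full effect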
Target sequence (P51684 whole entry, looked up): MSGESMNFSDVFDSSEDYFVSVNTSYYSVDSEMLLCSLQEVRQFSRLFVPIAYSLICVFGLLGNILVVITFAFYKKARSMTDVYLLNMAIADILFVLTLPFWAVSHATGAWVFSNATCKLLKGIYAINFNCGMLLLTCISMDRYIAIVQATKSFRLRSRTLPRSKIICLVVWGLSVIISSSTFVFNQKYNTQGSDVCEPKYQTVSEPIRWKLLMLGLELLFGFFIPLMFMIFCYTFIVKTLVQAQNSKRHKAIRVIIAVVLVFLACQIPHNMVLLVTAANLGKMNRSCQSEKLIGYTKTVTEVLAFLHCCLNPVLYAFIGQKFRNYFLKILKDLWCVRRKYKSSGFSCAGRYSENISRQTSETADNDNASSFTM
APJ antag = antagonists of human APJ apelin receptor; 330,000 tested, 0.32% active; inhibition, % at 20 µM; P35414; CHO-K1 APJ beta-arrestin complementation, luminescence;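 active = inhibition above about 40% at 20 µM, limit read from the data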;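 note: cells challenged with 10 nM apelin-13 agonist together with compound; plate controls were apelin-13 plus DMSO wells for no effect and DMSO wells lacking apelin-13 for full effect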
Target sequence (P35414 whole entry, looked up): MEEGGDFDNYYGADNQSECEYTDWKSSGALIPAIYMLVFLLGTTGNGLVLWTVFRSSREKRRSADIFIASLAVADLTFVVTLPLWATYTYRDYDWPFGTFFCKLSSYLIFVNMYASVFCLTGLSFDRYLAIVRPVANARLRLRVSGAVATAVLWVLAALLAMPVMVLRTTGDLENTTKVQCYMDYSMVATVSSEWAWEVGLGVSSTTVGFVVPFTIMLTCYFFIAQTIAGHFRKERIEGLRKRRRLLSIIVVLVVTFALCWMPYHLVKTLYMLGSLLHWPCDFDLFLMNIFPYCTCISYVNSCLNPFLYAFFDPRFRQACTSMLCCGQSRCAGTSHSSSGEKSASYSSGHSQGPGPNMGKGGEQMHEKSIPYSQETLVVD
EBI2 antag = EBI2 (human) antagonism. 360,000 tested, 0.81% active. EBI2 beta-arrestin recruitment, luminescence, 7a,25-OHC stimulated. inhibition, % at 5 µM; in the data active = inhibition above about 38%;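 note: enzyme fragment complementation signal reports receptor beta-arrestin coupling in cells; 0% = agonist plus DMSO wells and 100% = wells without agonist; some results beyond the cut were filed as inactive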
UBC13 polyUb = blocks human UBC13 polyubiquitin chain formation. P61088. TR-FRET. inhibition, % at 20 µM. 330,000 tested, 0.47% active. AID 485273; in the data active = inhibition above about 45%, passing the limit was not always enough
Target sequence (P61088 whole entry, looked up): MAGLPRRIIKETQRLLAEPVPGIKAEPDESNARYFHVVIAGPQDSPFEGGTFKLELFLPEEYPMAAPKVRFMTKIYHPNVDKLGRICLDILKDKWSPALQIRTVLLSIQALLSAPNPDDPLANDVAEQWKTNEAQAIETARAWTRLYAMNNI
CXCR6 inh = inhibitors of human CXCR6 receptor; O00574; CHO-K1 PathHunter CXCR6 beta-arrestin, luminescence; inhibition, % at 20 µM; 360,000 tested, 0.36% active; in the data active = inhibition above about 34%, passing the limit was not always enough;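 note: antagonist mode with CXCL16 agonist at 10 nM final; 0% = 10 nM CXCL16 with DMSO and 100% = unstimulated wells without agonist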
Gli-Sufu antag = antagonists of Gli-Sufu signaling. Sufu-KO-LIGHT fibroblasts, Gli luciferase reporter luminescence. inhibition, % at 5 µM. 340,000 tested, 0.74% active. AID 588413;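 active = inhibition above about 55%, limit read from the data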;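 note: 0% = DMSO-treated cells and 100% = wells with medium but no cells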
The depositor's hits bear a star; nt = no result given.

SMILES	Jurkat NFkB inh	697 NFkB inh	CCR6 antag	APJ antag	EBI2 antag	UBC13 polyUb	CXCR6 inh	Gli-Sufu antag
OCCC1CN(Cc2nc3c(s2)CCCC3)CCN1Cc1ccsc1 (stereo unspecified)	-1	5	0	-2	6	14	5	6
COc1ccc(-c2cn[nH]c2N)cc1	11	15	1	10	-7	6	-44	-2
COc1ccccc1CNC(=O)COC(=O)c1ccc(-n2cnnn2)cc1	14	15	-5	-12	13	2	-3	5
CCCNC(=O)c1ccc(Cl)c(Cl)c1	2	-4	-7	5	-9	6	7	7
COc1ccccc1[C@H]1C(c2cccc(Cl)c2)=NN(c2ccccc2)[C@@H]1CO	nt	-15	-6	nt	19	nt	-8	10
Cc1cccnc1Nc1nc(-c2ccccn2)cs1	81*	-347	72*	80*	76*	-4	72*	-8
Cc1ccc(S(=O)(=O)N2CCC(=O)N(CCOCc3ccc(C(F)(F)F)cc3)CC2)cc1	27	-24	-3	10	17	24	2	52
CCC1C(=O)NCCN1C(=O)c1ccc2nc(Cc3cccc(Cl)c3)oc2c1 (stereo unspecified)	-3	16	15	-23	-4	1	3	1
CCCCN(C(=O)COc1ccc(C)cc1OC)c1c(N)n(CCC)c(=O)[nH]c1=O	3	-14	7	-18	-2	-2	4	5
Cc1cc(C)c2cc(C#N)c(N3CCCN(C(=S)NCCCN(C)C)CC3)nc2c1	-2	-5	11	22	22	16	7	14
Cc1ccc(N2C(=O)NC(NS(=O)(=O)c3ccccc3)(C(F)(F)F)C2=O)cc1C (stereo unspecified)	0	13	13	16	-5	8	-1	-6
COc1ccccc1CNC(=O)CSc1ccc(-c2cccs2)nn1	-1	-4	-3	-7	2	-10	-1	5
COC(=O)c1[nH]c2cc(OC)ccc2c1N=CN(C)C	-9	24	-5	17	1	2	-5	-2
COc1ccc(S(=O)(=O)NCC2CCCN(C(=O)c3cccnc3C)C2)cc1 (stereo unspecified)	-5	5	6	-13	-4	-9	-1	-14
COc1cccc(CNC(=O)c2c[nH]n3c(=O)c(Cl)c(C)nc23)c1	18	12	4	0	2	5	-2	5
C=CCc1cccc(OC)c1OCCOCCn1ccnc1	1	3	13	-4	-8	2	-4	7
c1ccc(-c2ccccc2OCCN2CCCCC2)cc1	1	-10	13	-7	-6	6	-1	5
C(=C\c1nc(N2CCCCCC2)c2ccccc2n1)/c1ccccc1	-7	-15	6	13	32	26	3	13
COc1cccc(-c2ncc3ccccc3c2COC(=O)CCCC(=O)O)c1	1	4	6	3	-11	3	-2	-14
CCN(CC)c1ccc(/C=N/NC(=O)CNC(=O)C2COc3ccccc3O2)c(O)c1 (stereo unspecified)	36	-10	0	-8	4	-11	-9	51

Arranged by count of non-hydrogen atoms (falling): 5 of the compounds above
SMILES	Jurkat NFkB inh	697 NFkB inh	CCR6 antag	APJ antag	EBI2 antag	UBC13 polyUb	CXCR6 inh	Gli-Sufu antag
Cc1ccc(N2C(=O)NC(NS(=O)(=O)c3ccccc3)(C(F)(F)F)C2=O)cc1C (stereo unspecified)	0	13	13	16	-5	8	-1	-6
COc1ccc(S(=O)(=O)NCC2CCCN(C(=O)c3cccnc3C)C2)cc1 (stereo unspecified)	-5	5	6	-13	-4	-9	-1	-14
COc1cccc(CNC(=O)c2c[nH]n3c(=O)c(Cl)c(C)nc23)c1	18	12	4	0	2	5	-2	5
C=CCc1cccc(OC)c1OCCOCCn1ccnc1	1	3	13	-4	-8	2	-4	7
COC(=O)c1[nH]c2cc(OC)ccc2c1N=CN(C)C	-9	24	-5	17	1	2	-5	-2

In a second layout: results already given
Results follow in this order: Jurkat NFkB inh, 697 NFkB inh, CCR6 antag, APJ antag, EBI2 antag, UBC13 polyUb, CXCR6 inh, Gli-Sufu antag
C=CCc1cccc(OC)c1OCCOCCn1ccnc1
 : 1, 3, 13, -4, -8, 2, -4, 7
c1ccc(-c2ccccc2OCCN2CCCCC2)cc1
 : 1, -10, 13, -7, -6, 6, -1, 5

New compounds follow.
SMILES	Jurkat NFkB inh	697 NFkB inh	CCR6 antag	APJ antag	EBI2 antag	UBC13 polyUb	CXCR6 inh	Gli-Sufu antag
COc1ccccc1-n1c(=O)c(C#N)c(-c2ccc([N+](=O)[O-])cc2)c2cc(C(=O)c3ccccc3O)cnc21	13	22	-12	-27	9	-1	-1	0
O=C(CC1CCCCC1)NCCCN1CCOCC1	0	9	-8	21	-1	0	4	16
COc1cccc(CNC(=O)c2ccc(Cl)c(NC3=NC4CS(=O)(=O)CC4S3)c2)c1 (stereo unspecified)	12	-3	-3	1	-1	4	-8	-13
Cc1sc2nc(C)n(/N=C/c3ccc(O)cc3)c(=O)c2c1C	11	-11	6	-4	-3	-10	6	2
COc1ccccc1NC(=O)c1nnn(Cc2ccccc2)c1NC(C)=O	-8	25	0	-8	-2	5	-2	1
Cc1snc2sc(C(=O)c3ccc(Br)cc3)c(N)c12	-129	-148	4	12	-2	-4	-6	-59
CCCc1cc(C(=O)NNC(=S)NCc2ccccc2)cs1	3	-6	-1	24	-3	0	4	-2
COc1ccc(/C=C/C(=O)NC(=S)NNC(=O)Cc2cccs2)cc1OC	-6	-8	26	7	-1	-32	17	-1
COc1ccc(/C=N/NC(=O)c2cc(C34CC5CC(CC(C5)C3)C4)[nH]n2)cc1O	-2	3	-18	-9	-9	3	-13	2
COc1ccc(S(=O)(=O)N2CCc3ccccc32)cc1OC	-9	-15	21	2	7	-4	5	14
NC1CCCCC1N=Cc1c(O)n(CCc2ccc(F)cc2)c(=O)[nH]c1=O (stereo unspecified)	nt	nt	-1	nt	-6	nt	2	-10
O=C1CC(NCc2ccncc2)C(=O)N1c1ccccc1 (stereo unspecified)	-4	10	-13	-20	-7	-4	-2	3
CCC1CCC(N2CCN(c3cccc(OC)c3)CC2)CC1 (stereo unspecified)	7	-12	10	4	-4	3	2	22
O=C(CCc1c[nH]c2ccccc12)N=Nc1c(O)[nH]c2ccccc12	3	-7	34	-7	10	-14	-3	-5
COc1ccc(C(=O)OCC(=O)NCc2ccco2)cc1S(=O)(=O)N1CCN(c2cccc(Cl)c2)CC1	2	-1	-6	-3	6	-1	-6	-25
Cc1ccc(C2c3c(oc4ccccc4c3=O)C(=O)N2CCCN2CCOCC2)o1 (stereo unspecified)	-7	18	-6	4	1	-10	-5	3
CN(CC(=O)NCCc1ccc(F)cc1)Cc1cccc(Cl)c1	1	-7	7	5	21	-6	1	3
Cc1ccc(S(=O)(=O)NC(C)(C)CSc2nncn2C)cc1	5	-2	12	8	-6	-2	-6	3
CC[C@]1(c2ccccc2OC)ON(c2ccccc2C(F)(F)F)C1=O	0	2	20	8	nt	7	nt	-22
CC(C)CCNC(=O)C1CCN(c2nnc(-n3cccc3)s2)CC1	-4	-3	2	-13	-1	-8	-1	-8

Results in APJ antag, CXCR6 inh and Gli-Sufu antag, for 3 of the compounds above:
| Structure | APJ antag | CXCR6 inh | Gli-Sufu antag |
| --- | --- | --- | --- |
| Cc1cc(C)c2cc(C#N)c(N3CCCN(C(=S)NCCCN(C)C)CC3)nc2c1 | 22 | 7 | 14 |
| Cc1ccc(N2C(=O)NC(NS(=O)(=O)c3ccccc3)(C(F)(F)F)C2=O)cc1C (stereo unspecified) | 16 | -1 | -6 |
| COc1ccccc1CNC(=O)CSc1ccc(-c2cccs2)nn1 | -7 | -1 | 5 |

Later entries.
SMILES	Jurkat NFkB inh	697 NFkB inh	CCR6 antag	APJ antag	EBI2 antag	UBC13 polyUb	CXCR6 inh	Gli-Sufu antag
CC(=O)/C=C\c1ccccc1OC(=O)c1cc2ccccc2oc1=O	3	4	17	25	-12	9	1	0
O=C(CSC1=NCCS1)N1CCc2ccccc21	-75	-83	3	-11	-4	7	7	-60
CC(C)CCNC(=O)c1cccc(S(=O)(=O)N2CCc3ccccc32)c1	2	-11	25	-22	0	0	5	4
O=C1NC(c2ccc(Cl)cc2)=COc2ccccc21	-18	5	-6	9	-5	10	-3	4
CCNC(=S)N1CCN(CCNC2=CC(=O)CC(C)(C)C2)CC1	14	17	10	10	-8	4	2	-6
CC1CCCN(S(=O)(=O)c2ccc(Cl)s2)C1 (stereo unspecified)	12	8	16	17	13	4	4	-6
Cc1cccc(CN2CCN(CCCc3ccccc3)CC2)c1	-21	27	nt	-2	nt	0	nt	nt
COc1ccc(/C=N/NC(=O)C[n+]2ccccc2)c(OC)c1OC	-6	7	-25	8	-15	3	8	-4
Cc1ccc(NC(=O)CN(C)C(=O)c2nn(C)c(=O)c3ccccc23)cc1	14	22	-2	-11	0	-2	-16	3
COc1ccc(N2CCN(C3CC(=O)N(Cc4ccc(N5CCCC5=O)cc4)C3=O)CC2)cc1 (stereo unspecified)	-2	16	17	3	-3	-1	0	6

Shown with bars between the fields: entries from further up
mol | Jurkat NFkB inh | 697 NFkB inh | CCR6 antag | APJ antag | EBI2 antag | UBC13 polyUb | CXCR6 inh | Gli-Sufu antag
Cc1cccc(CN2CCN(CCCc3ccccc3)CC2)c1 | -21 | 27 | nt | -2 | nt | 0 | nt | nt
CC(C)CCNC(=O)c1cccc(S(=O)(=O)N2CCc3ccccc32)c1 | 2 | -11 | 25 | -22 | 0 | 0 | 5 | 4
Cc1ccc(NC(=O)CN(C)C(=O)c2nn(C)c(=O)c3ccccc23)cc1 | 14 | 22 | -2 | -11 | 0 | -2 | -16 | 3

Following part:
SMILES	Jurkat NFkB inh	697 NFkB inh	CCR6 antag	APJ antag	EBI2 antag	UBC13 polyUb	CXCR6 inh	Gli-Sufu antag
COC(=O)C(NC(=O)c1ccco1)(Nc1nc(C)cs1)C(F)(F)F (stereo unspecified)	8	8	33	0	0	8	0	0
CCOc1ccc(C(=O)NC(=S)Nc2ccc(N3CCOCC3)c(Cl)c2)cc1[N+](=O)[O-]	11	11	54*	28	25	-17	23	24
CCOc1ccc(CNc2ccc3c(c2)nc(C)n3C)cc1	-66	-37	13	-22	4	-1	8	-22
C=CCNC(=O)C12CC3CC(C1)CC(C(=O)NCC=C)(C3)C2	-8	-17	-4	-1	-8	7	6	-24
N#Cc1ccc(NC(=O)CSc2n[nH]c(=O)n2C2CC2)cc1	4	8	-4	-41	2	-7	0	2
Cc1ccc(C(O)c2cccnc2)o1 (stereo unspecified)	19	17	-1	7	-12	5	-5	-1
COc1ccc(OC)c(S(=O)(=O)Nc2cccnc2)c1	-3	9	-8	-1	-6	7	-4	3
O=C(O)c1ccc(-c2nc(-c3ccc(Cl)cc3)cs2)cc1	nt	nt	-7	nt	8	nt	-6	-41
CCC(=O)NCCc1nc(-c2ccccc2)no1	-7	-5	-6	13	-12	5	-2	-14
CC(=O)N/C(=C/c1ccccc1)C(=O)N1CCCCC1	4	1	7	-4	-11	3	8	-1
COC(=O)c1scc(C)c1NC(=O)c1ccccc1F	1	1	3	8	-3	4	1	-1
CC(=O)c1ccc(NC(=O)COC(=O)CCc2ccc(S(=O)(=O)N3CCOCC3)cc2)cc1	-4	6	9	4	-9	-5	8	0
N#CC1=C(N)N(c2ccccc2)C(c2cccc([N+](=O)[O-])c2)C1(C#N)C#N (stereo unspecified)	18	-10	28	13	29	14	14	10
COc1ccc(CCNC(=O)c2ccco2)cc1	-5	-17	15	0	1	8	-3	-24
O=C(CSc1nc2c(sc3ccccc32)c(=O)n1CCc1ccccc1)NCc1ccco1	-1	-21	-3	3	1	-6	2	10
COCCN1CN(S(=O)(=O)c2ccc(Cl)cc2)c2nc3ccccc3nc21	-21	16	-9	10	-4	-2	2	7
Cc1ccc(C)n1-c1ccc(C(=O)/C=C/N(C)C)cc1	-2	-13	0	-3	-2	4	3	-6
O=C1C=C(Nc2ccccc2)C(=O)c2ccccc21	-92	-156	7	-81	-2	-152	4	-60

Random draw from the library; 3% or so of the library scored in one or more.
